Screens as filed in PubChem BioAssay.
esBAF inh – SWI/SNF esBAF complex inhibition | 2% of 350,000 active | AID 602393 | mouse ES cells, Bmi1-luciferase knock-in reporter, 24 h; 100% = twice the neutral-well signal | reporter increase, % at 12.5 µM; in the data active = activation above about 40%;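 also: 0% = median of the plate's neutral control wells and 100% = double that signal; a rise in the Bmi1 reporter signal indicates esBAF inhibition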
RAD52 anneal inh – RAD52 (human) annealing inhibition; P43351; recombinant RAD52 DNA annealing, FRET fluorescence; inhibition, % at 18.7 µM; 0.46% of 360,000 active; AID 651710;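 active = every replicate showing at least 50% inhibition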
S100A4 MyoIIA – inhibitors of human S100A4 binding to myosin IIA peptide; S100A4/TAMRA-MyoIIA peptide fluorescence polarization; P26447; 0.14% of 360,000 active; inhibition, % at 10.7 µM; AID 652163;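 active = mean inhibition of at least 70% across replicates, with every replicate also reaching that level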
Target sequence (P26447 whole entry, looked up): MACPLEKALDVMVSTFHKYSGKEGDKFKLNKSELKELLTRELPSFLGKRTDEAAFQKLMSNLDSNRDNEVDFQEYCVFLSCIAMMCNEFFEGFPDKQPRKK
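Assay system: human S100A4 monomer with TAMRA-labelled myosin IIA peptide / Buffer or medium: Calcium-containing HEPES buffer, pH 7.2 / Reagent: TAMRA-labelled myosin IIA heavy-chain peptide probe, 5 nM / Compound: one dose per compound / Timing: polarization read 5 min after assay mix addition, stable 5–60 min / Benchmarks: neutral control DMSO, positive control TFP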
RAD54 branch – inhibitors of human RAD54 branch migration; RAD54 Holliday junction branch migration, FAM/BHQ fluorescence; inhibition, % at 10.4 µM; Q92698; 0.14% of 360,000 active;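 active = mean normalized replicate activity at least 40 and at least half of replicates scoring 40 or more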;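 also: 0% = median of neutral control wells and 100% = median of positive control wells; inhibitors cause a drop in the FAM fluorescence signal; in these data hits start at about 50%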
E-selectin induc – E-selectin induction on HUVECs; P16581; HUVEC E-selectin immunofluorescence imaging; normalized: neutral wells 0, TNF-alpha wells 100; AID 686992; activation, % at 7.58 µM; 0.37% of 260,000 active;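 active = mean E-selectin-positive cell signal at least 10% of the positive control, reached in at least 60% of replicates, without over 20% cell loss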;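 also: in these data hits start at about 27%; measured in HUVEC primary endothelial cells; signal is the percent of cells scored E-selectin positive by PE staining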
Target sequence (P16581 whole entry, looked up): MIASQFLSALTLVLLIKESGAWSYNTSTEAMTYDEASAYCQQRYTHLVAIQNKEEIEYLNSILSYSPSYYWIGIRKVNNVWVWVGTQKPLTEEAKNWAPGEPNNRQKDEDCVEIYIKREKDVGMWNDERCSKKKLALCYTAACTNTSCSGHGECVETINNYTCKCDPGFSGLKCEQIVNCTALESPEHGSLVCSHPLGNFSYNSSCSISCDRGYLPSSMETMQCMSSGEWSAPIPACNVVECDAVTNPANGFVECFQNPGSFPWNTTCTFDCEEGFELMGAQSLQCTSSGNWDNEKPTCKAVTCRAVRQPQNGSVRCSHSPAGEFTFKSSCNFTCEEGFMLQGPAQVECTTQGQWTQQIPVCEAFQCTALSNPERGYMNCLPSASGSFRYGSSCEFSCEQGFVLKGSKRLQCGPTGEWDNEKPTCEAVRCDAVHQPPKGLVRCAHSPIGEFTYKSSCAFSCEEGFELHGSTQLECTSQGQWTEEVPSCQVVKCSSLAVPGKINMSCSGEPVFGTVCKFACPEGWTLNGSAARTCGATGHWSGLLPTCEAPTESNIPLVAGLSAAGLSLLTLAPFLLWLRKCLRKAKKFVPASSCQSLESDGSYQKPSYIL
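Test system: HUVEC | Signal: Immunofluorescence imaging | Read-out: Percent E-selectin-positive cells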
FN deposition inh – fibronectin deposition inhibition; AH1F fibroblasts, Alexa488-fibronectin deposition fluorescence, overnight; inhibition, % at 12.6 µM; 0.086% of 350,000 active;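 active = mean inhibition across replicates of 30% or more, regardless of how many single replicates reach that level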;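 also: positive control wells lacked labelled fibronectin entirely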
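Test system: AH1F fibroblast monolayer depositing Alexa488-labelled fibronectin into matrix. Input: 10000 cells per well. Technique: fluorescence, ex 485 nm, em 525 nm. Buffer or medium: DMEM plus 2% serum, read in PBS. Timing: 1 h cell adhesion before compound, then overnight fibronectin incubation. Compound: single dose, pinned. Read-out basis: inhibition from reduced deposited-fibronectin fluorescence.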
Xi reactivation – reactivates the inactive X chromosome in mouse fibroblasts. XiGFP mouse fibroblasts, % GFP-positive cells imaging, 3 d; cells co-treated with 5-aza-dC sensitizer; scaled so ellipticine positive control = 100%. activation, % at 7.58 µM. 0.055% of 360,000 active;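 active = mean normalized replicate activation at least 10% and every replicate at or above 10%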;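 also: 0% = median of on-plate neutral control wells and 100% = ellipticine 6 µM median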
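System: 68-5-11 XiGFP fibroblast line | Buffer or medium: DMEM containing 5-aza-dC | Compound: Single point | Times: Compounds 3 days, fix/stain 15 min at room temperature | Benchmarks: Positive control ellipticine, 6 µM final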
EWS-Fli block – inhibitors of EWS/Fli oncoprotein transcriptional activity; A673 NR0B1-luciferase reporter, viability-normalised; inhibition, % at 12.6 µM; 0.67% of 350,000 active;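 active = mean inhibition of at least 50% after viability correction, with every replicate also passing that limit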;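 also: firefly luciferase signal divided by Alamar Blue viability fluorescence both relative to DMSO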
Active calls of the source: *.

The first 2 compounds as a preview:
Screening CSc1nc(SCC(=O)O)c2sc3nc(-c4ccccc4)c4c(c3c2n1)CCC4 returned esBAF inh 10, RAD52 anneal inh -1, S100A4 MyoIIA 2, RAD54 branch 5, FN deposition inh 4, Xi reactivation 0.0 and EWS-Fli block 9.
Screening CN(C)C(=O)c1ccc(-c2ccc3c(c2)[C@H]2[C@H](CCN2C(=O)C2CCCCC2)[C@H](CO)N3C)cc1 returned RAD52 anneal inh -5, S100A4 MyoIIA -5, E-selectin induc 0.0, FN deposition inh 5 and Xi reactivation 0.0.

The listing, from the first entry:
Screening CSc1nc(SCC(=O)O)c2sc3nc(-c4ccccc4)c4c(c3c2n1)CCC4 returned esBAF inh 10, RAD52 anneal inh -1, S100A4 MyoIIA 2, RAD54 branch 5, FN deposition inh 4, Xi reactivation 0.0 and EWS-Fli block 9.
Screening CN(C)C(=O)c1ccc(-c2ccc3c(c2)[C@H]2[C@H](CCN2C(=O)C2CCCCC2)[C@H](CO)N3C)cc1 returned RAD52 anneal inh -5, S100A4 MyoIIA -5, E-selectin induc 0.0, FN deposition inh 5 and Xi reactivation 0.0.
Screening C[C@@H]1CN([C@@H](C)CO)C(=O)c2cc(NC(=O)Nc3ccc4c(c3)OCO4)ccc2O[C@H]1CN(C)Cc1ccc(-c2ccccc2)cc1 returned esBAF inh 7, RAD52 anneal inh 16, S100A4 MyoIIA -2, RAD54 branch 5, E-selectin induc 60*, Xi reactivation 0.1 and EWS-Fli block 15.
For COC(=O)C1=C(C)N(Cc2ccccc2C(F)(F)F)C(=NCC2CC2)NC1c1ccc(C(F)(F)F)cc1 (configuration not stated) the results were RAD52 anneal inh -13, S100A4 MyoIIA 12, E-selectin induc 0.1, FN deposition inh 8, Xi reactivation 1.7 and EWS-Fli block 21.
For COc1ccc(/C=N/NC(=O)c2ccc(OC)c(OC)c2)cc1COc1c(F)c(F)c(F)c(F)c1F the results were esBAF inh 10, RAD52 anneal inh -11, S100A4 MyoIIA -1, RAD54 branch 1, FN deposition inh -8, Xi reactivation 0.2 and EWS-Fli block 3.
CCC1([N+](=O)[O-])COC(C=Cc2ccccc2)OC1 (configuration not stated) was read as esBAF inh 54*, RAD52 anneal inh -4, S100A4 MyoIIA 3, RAD54 branch -6, E-selectin induc -0.1, FN deposition inh 8, Xi reactivation 0.1 and EWS-Fli block -45.
Screening O=C(CN1C(=O)C2CCCCC2C1=O)Nc1cc([N+](=O)[O-])ccc1F (configuration not stated) returned esBAF inh -4, RAD52 anneal inh 4, S100A4 MyoIIA -1, RAD54 branch 3, E-selectin induc 1.0, FN deposition inh 0, Xi reactivation 0.1 and EWS-Fli block 3.
For O=S(=O)(NN1CCOCC1)c1ccc(Cl)s1 the results were esBAF inh -12, RAD52 anneal inh -17, S100A4 MyoIIA 8, RAD54 branch -3, FN deposition inh 2, Xi reactivation 0.3 and EWS-Fli block 5.
Screening Cc1ccc2nc(SCC(=O)N/N=C/c3ccco3)cc(C)c2c1 returned RAD52 anneal inh -17, S100A4 MyoIIA 0, E-selectin induc -0.5, FN deposition inh 3, Xi reactivation 0.0 and EWS-Fli block -4.
`O=C(NNC(=O)C1C2C=CC(C2)C1C(=O)O)c1cc(Cl)ccc1O` (configuration not stated) gave RAD52 anneal inh -34, S100A4 MyoIIA 15, RAD54 branch -24, E-selectin induc -0.1 and Xi reactivation 0.0.
Screening C[C@H](CO)N1C[C@H](C)[C@H](CN(C)S(C)(=O)=O)Oc2ncc(Br)cc2C1=O returned esBAF inh -8, RAD52 anneal inh -5, S100A4 MyoIIA -4, RAD54 branch 0, E-selectin induc 0.0, FN deposition inh 7, Xi reactivation 0.3 and EWS-Fli block -1.
Screening O=C(CCCSc1nc2ccccc2c(=O)[nH]1)c1ccccc1 returned esBAF inh 0, RAD52 anneal inh -6, S100A4 MyoIIA 6, RAD54 branch -2, E-selectin induc 3.8, FN deposition inh 4, Xi reactivation -0.1 and EWS-Fli block 7.
For CCCOc1ccc(NC(=O)CC2C(=O)Nc3ccccc3N2CC(=O)N2CCCC2)cc1 (configuration not stated) the results were esBAF inh -2, RAD52 anneal inh -12, S100A4 MyoIIA -3, RAD54 branch 5, E-selectin induc -0.1, FN deposition inh -19, Xi reactivation 0.2 and EWS-Fli block 2.
COc1cccc(N2CCN(S(=O)(=O)c3ccc4c(c3)oc(=O)n4C)CC2)c1 was read as esBAF inh 3, RAD52 anneal inh 0, S100A4 MyoIIA 7, RAD54 branch -2, FN deposition inh 8, Xi reactivation 0.0 and EWS-Fli block 3.
C[C@H](CO)N1C[C@H](C)[C@H](CN(C)S(C)(=O)=O)OCCCC[C@H](C)Oc2ccc(NC(=O)c3ccncc3)cc2C1=O was read as esBAF inh 6, RAD54 branch -1, E-selectin induc -0.1, Xi reactivation 0.0 and EWS-Fli block -7.

Fetched by compound from the entries so far:
Screening C[C@H](CO)N1C[C@H](C)[C@H](CN(C)S(C)(=O)=O)Oc2ncc(Br)cc2C1=O returned esBAF inh -8, RAD52 anneal inh -5, S100A4 MyoIIA -4, RAD54 branch 0, E-selectin induc 0.0, FN deposition inh 7, Xi reactivation 0.3 and EWS-Fli block -1.
Screening CN(C)C(=O)c1ccc(-c2ccc3c(c2)[C@H]2[C@H](CCN2C(=O)C2CCCCC2)[C@H](CO)N3C)cc1 returned RAD52 anneal inh -5, S100A4 MyoIIA -5, E-selectin induc 0.0, FN deposition inh 5 and Xi reactivation 0.0.

Next part:
For C[C@@H]1CN([C@@H](C)CO)S(=O)(=O)c2ccc(-c3ccccc3)cc2O[C@@H]1CN(C)S(=O)(=O)c1ccccc1F the results were esBAF inh -8, RAD52 anneal inh -4, S100A4 MyoIIA 10, RAD54 branch -5, E-selectin induc 0.4, Xi reactivation -0.9 and EWS-Fli block 10.
Screening O=C(NCCc1csc(-c2ccccc2)n1)c1c(F)cccc1Cl returned RAD52 anneal inh -19, S100A4 MyoIIA -35, E-selectin induc 0.0, FN deposition inh 5, Xi reactivation 0.1 and EWS-Fli block 2.
O=C(CN1CCN(c2cccc(Cl)n2)CC1)N1CC(O)CO1 (configuration not stated) was read as RAD52 anneal inh -5, S100A4 MyoIIA 1, FN deposition inh 1, Xi reactivation 0.0 and EWS-Fli block -1.
For C[C@H](CO)N1C[C@H](C)[C@H](CN(C)S(=O)(=O)c2ccc(Cl)cc2)OCCCC[C@H](C)Oc2ccc(NC(=O)Nc3ccc4c(c3)OCO4)cc2C1=O the results were esBAF inh 1, RAD52 anneal inh 2, S100A4 MyoIIA -5, RAD54 branch 12, E-selectin induc -0.1, FN deposition inh -11, Xi reactivation -0.1 and EWS-Fli block -5.
`Cc1cc(C)cc(N(CC(=O)O)S(=O)(=O)c2c(C)[nH]c(=O)[nH]c2=O)c1` gave esBAF inh 1, RAD52 anneal inh -5, S100A4 MyoIIA -2, RAD54 branch 2, Xi reactivation 0.0 and EWS-Fli block -4.
Cc1nc(SC2CC(=O)N(c3ccccc3)C2=O)n[nH]1 (configuration not stated) was read as RAD52 anneal inh -10, S100A4 MyoIIA -29, E-selectin induc 0.1, FN deposition inh 0, Xi reactivation 0.0 and EWS-Fli block 1.
`C[C@@H]1CC[C@]2(O[C@H](CCO)C[C@@H](O)[C@@H]2O)O1` gave esBAF inh -9, RAD52 anneal inh 2, S100A4 MyoIIA -2, RAD54 branch -6, E-selectin induc 0.0, FN deposition inh -21, Xi reactivation 0.0 and EWS-Fli block 3.
`CCCC#Cc1ccc([C@@H]2[C@H](C#N)N(C(=O)C3CCCC3)[C@H]2CO)cc1` gave esBAF inh 5, RAD52 anneal inh -124, S100A4 MyoIIA -19, RAD54 branch -1, E-selectin induc -0.3, FN deposition inh -2, Xi reactivation 0.2 and EWS-Fli block 1.
`Nc1sc2c(c1C(=O)c1ccccc1)CCCC2` gave esBAF inh -14, RAD54 branch -7, E-selectin induc -2.1 and FN deposition inh 5.
`CCOC(=O)CSc1nc(C)c2cc(C)c(C)cc2n1` gave esBAF inh 3, RAD52 anneal inh -32, S100A4 MyoIIA -11, RAD54 branch -2, E-selectin induc 5.3, FN deposition inh -13, Xi reactivation -0.1 and EWS-Fli block 4.
`O=C(NCCNc1ccc([N+](=O)[O-])cc1)c1cccc(Br)c1` gave RAD52 anneal inh -7, S100A4 MyoIIA 0, RAD54 branch -1, FN deposition inh 6, Xi reactivation 0.0 and EWS-Fli block 10.
Screening O=C(NCCc1cccc(F)c1)[C@@H]1CSC2c3ccccc3C(=O)N21 (some centres not stated) returned esBAF inh 0, S100A4 MyoIIA 17, RAD54 branch -1 and FN deposition inh -8.
For O=C(C1=C[C@@H](C2CC2)C[C@@H](OCc2ccc(CO)cc2)O1)N1CCCCCCC1 the results were RAD52 anneal inh -8, S100A4 MyoIIA -5, RAD54 branch -3 and EWS-Fli block -6.
Screening O=C(Oc1c(Cl)cc(Cl)c2ccccc12)N1CCCC1 returned esBAF inh -1, RAD52 anneal inh 5, S100A4 MyoIIA -2, RAD54 branch 2 and FN deposition inh 0.
For COc1cccc(-c2cnc3c(c2)C(=O)N([C@H](C)CO)C[C@H](C)[C@@H](CN(C)Cc2cccnc2)O3)c1 the results were esBAF inh -1, RAD52 anneal inh -4, S100A4 MyoIIA 28, RAD54 branch 5, E-selectin induc 0.3, FN deposition inh 0, Xi reactivation 0.6 and EWS-Fli block -7.
`Cc1cccc(/C=N/NC(=O)Cn2nnnc2N)n1` gave esBAF inh -3, RAD52 anneal inh -14, S100A4 MyoIIA 6, RAD54 branch 11, FN deposition inh 20, Xi reactivation 0.1 and EWS-Fli block 6.
Screening O=C(NCc1cccs1)c1cnn2cccnc12 returned esBAF inh 2, RAD52 anneal inh -1, S100A4 MyoIIA 4, RAD54 branch 3 and EWS-Fli block 5.
O=C(Nc1ccc(S(=O)(=O)N2CCCCC2)cc1)C1CCCO1 (configuration not stated) was read as esBAF inh 0, RAD52 anneal inh -19, S100A4 MyoIIA -7, RAD54 branch -8, FN deposition inh -7, Xi reactivation 0.0 and EWS-Fli block 6.
Screening CC(C)(C)n1nc2c(c1NC(=O)Cc1cccc3ccccc13)CS(=O)(=O)C2 returned RAD52 anneal inh -16, S100A4 MyoIIA 8, RAD54 branch 10, E-selectin induc 2.3, FN deposition inh 3, Xi reactivation 0.0 and EWS-Fli block 1.
For CC(C)C(C(=O)O)N1C(=O)C2C3CCC(C3)C2C1=O (configuration not stated) the results were esBAF inh 4, RAD52 anneal inh -8, S100A4 MyoIIA 0, RAD54 branch 7, E-selectin induc 4.1, FN deposition inh 12, Xi reactivation 0.1 and EWS-Fli block 5.
N#CCc1nn2c(-c3ccccc3)ccnc2c1C#N was read as esBAF inh -4, RAD52 anneal inh -29, S100A4 MyoIIA 6, RAD54 branch 3, E-selectin induc 0.0, FN deposition inh -1, Xi reactivation 0.0 and EWS-Fli block -1.
For CC(=O)Nc1ccc(S(=O)(=O)NCCc2cn3nc(C)c(C)nc3n2)cc1 the results were esBAF inh -5, RAD52 anneal inh -10, S100A4 MyoIIA -6, RAD54 branch 2, E-selectin induc 0.1, FN deposition inh -1, Xi reactivation 0.0 and EWS-Fli block -9.
For CS(=O)(=O)N1CC(=O)N2[C@H](C1)[C@@H](c1ccc(C#Cc3cccc(F)c3)cc1)[C@@H]2CO the results were RAD52 anneal inh -4, S100A4 MyoIIA 18, E-selectin induc 0.1 and Xi reactivation 0.3.
`Cc1nnc2c(NC3CCCC3)nc3ccccc3n12` gave RAD52 anneal inh -17, S100A4 MyoIIA 0, E-selectin induc 0.2, FN deposition inh -5, Xi reactivation 0.1 and EWS-Fli block 14.
